Source: PubChem (several laboratories)
PP5 inh: PP5 phosphatase inhibitors, primary screen, biochemical, fluorescence | Serine/threonine-protein phosphatase 5 (Homo sapiens), P53041 | purified PP5c, OMFP substrate fluorescence | inhibition, % at 6.7 µM | 0.18% of 320,000 active | AID 1987, 2009;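 active = inhibition above the campaign's mean inhibition across all tested compounds plus 3 SD, cut at about 9.5% in these data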;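 note: 0% = DMSO only and 100% = 100 µM cantharidin control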
VLA-4 inh: inhibition in human VLA-4 binding assay, primary screen, VLA-4 allosteric modulator project, MLPCN library, flow cytometry, VLA-4 expressing cells. ligand binding flow cytometry. inhibition, % (about 7 µM as worked out from the volumes in the protocol). Integrin alpha-4 (Homo sapiens), P13612. 0.2% of 330,000 active. AID 2557, 2010; in the data active = inhibition above about 50%
procasp7 counter: procaspase-7 activators, primary screen, counter-screen for procaspase-3 activator project, biochemical, absorbance, HTS, human | Caspase-7 (Homo sapiens), P55210 | activation, % at 8.5 µM | 0.093% of 330,000 active | recombinant procaspase-7, Ac-DEVD-pNA absorbance 405 nm; D23A/D198A/D206A triple mutant, cannot self-cleave; scale: DMSO 0, 5 µM enzyme 100;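 active = percent activation above the screen-wide mean plus 3 SD, cut at about 25% in these data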
Target sequence (P55210 whole entry D23A/D198A/D206A): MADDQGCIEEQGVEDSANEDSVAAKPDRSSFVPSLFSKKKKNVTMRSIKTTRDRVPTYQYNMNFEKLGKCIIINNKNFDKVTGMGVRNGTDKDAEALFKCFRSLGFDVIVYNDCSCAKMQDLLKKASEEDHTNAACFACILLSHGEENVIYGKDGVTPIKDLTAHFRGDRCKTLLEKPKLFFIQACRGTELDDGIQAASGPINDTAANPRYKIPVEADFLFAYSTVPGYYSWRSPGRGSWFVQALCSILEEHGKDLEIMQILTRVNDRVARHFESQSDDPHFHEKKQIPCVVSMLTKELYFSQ
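Assay system: Uncleavable procaspase-7 mutant enzyme; Input: 2 µM procaspase-7 mutant as dispensed; Also added: DEVD-pNA substrate; Medium: Zinc-free HEPES pH 7.4 with 300 mM NaCl, 0.01% Triton X-100; Timing: 1 h compound preincubation, 2 h substrate cleavage, 25 °C; Measured by: Epi-absorbance of released pNA at 405 nm, two timepoints.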
Fh CTSL1 inh: Fasciola hepatica cathepsin L1 inhibitors, primary screen, counter-screen for PFM18AAP inhibitor project, biochemical, QFRET, fluorogenic peptide substrate | recombinant F. hepatica cathepsin L1, Z-Leu-Arg-MCA fluorescence | inhibition, % at 5.96 µM | 0.49% of 300,000 active;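 active = inhibition above the mean of all tested compounds plus 3 SD, set per screening campaign, cut at about 17% in these data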;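 note: 0% = plate median of test compound wells and 100% = 1 µM Z-Phe-Ala-diazomethylketone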
core dimer inh: inhibitors of HCV core protein dimerization, primary screen, biochemical, TR-FRET, high-throughput | TR-FRET GST/Flag-core106 dimerization, 1536-well | 0.33% of 300,000 active | inhibition, % at 5 µM | AID 1899, 2009;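 active = inhibition above the mean of all tested compounds plus 3 SD, set per screening campaign, cut at about 45% in these data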
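Assay system: GST-tagged and Flag-tagged HCV core protein residues 1-106 / Times: compound-protein-antibody incubation 4 h at 22.5 °C / Signal: time-resolved FRET, ex 340 nm, em 617 and 671 nm / Evaluation: % inhibition based on acceptor/donor emission ratio / Benchmarks: wells lacking GST-core106 and wells with excess unlabelled core106 / Repeats: singlicate, one well per compound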
GRK2 inh: compounds blocking aptamer binding on GRK2 – biochemical, human GRK2, bead flow cytometry, HTS, primary screen; Beta-adrenergic receptor kinase 1 (Homo sapiens), P25098; 0.59% of 330,000 active; FAM-aptamer displacement from GRK2; inhibition of aptamer binding, % at 10 µM; AID 488847, 2010;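 active = inhibition of aptamer binding above 40%, roughly 3 SD of noise, on plates passing a quality check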;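 note: median bead fluorescence of bound FAM aptamer so fluorescent compounds give negative values; no value below 0 was filed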
PP1 inh: PP1-alpha phosphatase inhibitors, primary screen, counter-screen for PP5 inhibitor project, biochemical, fluorescence, OMFP substrate, single point. Serine/threonine-protein phosphatase PP1-alpha catalytic subunit (Homo sapiens), P62136. purified PP1alpha. inhibition, % at 6.7 µM. 0.9% of 320,000 active;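 active = inhibition above the mean inhibition of all tested compounds plus 3 SD, computed separately for each screening campaign, cut at about 15% in these data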
Target sequence (P62136 whole entry, looked up): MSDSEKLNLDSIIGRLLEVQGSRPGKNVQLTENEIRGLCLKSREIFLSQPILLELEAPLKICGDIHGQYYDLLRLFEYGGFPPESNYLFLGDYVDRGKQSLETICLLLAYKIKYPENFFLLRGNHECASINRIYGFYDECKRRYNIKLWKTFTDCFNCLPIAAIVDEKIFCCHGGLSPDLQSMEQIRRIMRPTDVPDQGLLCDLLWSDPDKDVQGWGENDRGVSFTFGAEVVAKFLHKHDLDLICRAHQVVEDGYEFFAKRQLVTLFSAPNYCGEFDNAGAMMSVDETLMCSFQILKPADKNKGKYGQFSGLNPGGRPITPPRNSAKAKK
JMJD2C inh: inhibitors of GASC-1 histone demethylase, primary screen, biochemical, fluorescence, DELFIA europium; inhibition, % at 2.35 µM; 0.069% of 330,000 active; GST-JMJD2C(1-420) H3K9me3 demethylation; Lysine-specific demethylase 4C (Homo sapiens), Q9H3R0;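 active = more than half of a compound's replicate wells show inhibition beyond 50%, single wells judged on their own value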;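 note: signal counts dimethyl H3K9 product captured on neutravidin plate; 0% = median of DMSO wells and 100% = 0.3 times that DMSO median; strong numbers were not always called active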
proCasp3 act: activators of human procaspase-3 D3A mutant, primary screen, biochemical, absorbance, PC-3 D3A mutant, single concentration | Caspase-3 (Homo sapiens), P42574 | recombinant procaspase-3 D3A, Ac-DEVD-pNA absorbance 405 nm | activation, % at 8.5 µM | 0.11% of 330,000 active;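 active = activation above the mean of all tested compounds plus 3 SD, cut at about 21% in these data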;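 note: 0% = DMSO alone and 100% = DMSO wells spiked with extra 5 µM PC-3 D3A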
Target sequence (P42574 whole entry D9A/D28A/D175A): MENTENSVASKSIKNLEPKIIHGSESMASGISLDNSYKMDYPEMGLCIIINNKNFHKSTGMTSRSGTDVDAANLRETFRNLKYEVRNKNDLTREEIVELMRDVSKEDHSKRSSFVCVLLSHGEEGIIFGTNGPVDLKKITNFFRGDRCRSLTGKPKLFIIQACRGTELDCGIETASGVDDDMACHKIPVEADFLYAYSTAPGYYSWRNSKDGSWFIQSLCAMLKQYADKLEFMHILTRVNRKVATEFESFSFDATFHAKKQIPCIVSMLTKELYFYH
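System: Procaspase-3 D3A mutant. Medium: Zinc-free 300 mM NaCl, 50 mM HEPES, 0.01% Triton X-100. Schedule: 1 h preincubation plus 2 h reaction at 25 °C. Measured by: 405 nm absorbance of p-nitroaniline, reads at 0 and 120 min. Read-out: percent activation relative to control range.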
The depositor's hits bear a star; / = no result given; & = joins results of further samples.

Start of the data: the first two compounds (preview)
SMILES	PP5 inh	VLA-4 inh	procasp7 counter	Fh CTSL1 inh	core dimer inh	GRK2 inh	PP1 inh	JMJD2C inh	proCasp3 act
COc1ccccc1CC(=O)N1CCN(c2cccc(C(F)(F)F)c2)CC1	3.0	-4	-6	0	6	0	3	-5	-1
O=C(Nc1ccccc1F)c1ccc2nc(N3C(=O)CCC3=O)sc2c1	-1.2	4	7	3	1	0	-1	-2	-6

Main list, repeating the preview:
SMILES	PP5 inh	VLA-4 inh	procasp7 counter	Fh CTSL1 inh	core dimer inh	GRK2 inh	PP1 inh	JMJD2C inh	proCasp3 act
COc1ccccc1CC(=O)N1CCN(c2cccc(C(F)(F)F)c2)CC1	3.0	-4	-6	0	6	0	3	-5	-1
O=C(Nc1ccccc1F)c1ccc2nc(N3C(=O)CCC3=O)sc2c1	-1.2	4	7	3	1	0	-1	-2	-6
CC(=O)Oc1ccc2c(c1)C(=O)c1ccccc1CO2	2.1	-23	2	-39	15	0	4	1	-1
Nc1ccccc1SCC(=O)Nc1ccc(N2CCOCC2)cc1	-1.8	0	10	2	-8	0	-2	-3	-2
CCC(=O)/C=C1/Sc2ccc(OC)cc2N1CC	-0.8	5	-7	4	-5	0	0	3	-9
O=C(c1ccccc1)c1cccn1CC(=O)N1CCN(C2CCCCC2)CC1	1.7	10	12	0	-3	0	-2	5	4
O=C(CCC(=O)N1CCOCC1)Nc1nnc(C2CCCCC2)s1	12*	-6	8	-2	-3	5	-3	-4	-4
COc1ccc(C2NC(=O)C(C#N)=C(S)N2c2ccccc2)cc1OC (centres undefined)	-1.0	-2	-14	4	-3	3	-1	2	-14
O=C(Nc1cc(Cl)ccc1-n1cncn1)c1ccc(F)c(S(=O)(=O)N2CCOCC2)c1	-1.2	18	9	2	1	3	-4	4	9
CCSc1nnc(NC(=O)C2CCCCC2C(=O)O)s1 (centres undefined)	-2.0	1	15	-2	4	0	0	-3	-6
CC(C)Cn1c(CN(Cc2ccccc2)Cc2ccccc2)nc2c1c(=O)n(C)c(=O)n2C	2.9	3	-6	-1	13	3	-2	/	4
O=C(Nc1nc2ccccc2n1CCN1CCCC1)c1ccc(Cl)cc1	2.9	-2	2	0	1	0	1	1	10
COC(=O)CNC(=O)Cc1c(F)cccc1Cl	1.9	4	-3	-10	-1	0	-8	24	6
O=C(NCc1ccccc1)NC(=O)c1ccncc1	-0.1	21	-3	4	3	0	-3	3	2
Cc1ccccc1NC(=O)C1Cc2ccccc2C(=O)O1 (centres undefined)	2.5	8	9	0	-2	0	0	14	4
CC1=C(C(=O)OC2CCCCC2)C(c2ccc(N(C)C)cc2)NC(=O)N1 (centres undefined)	4.3	-12	4	0	0	0	3	-5	-7
C=CCc1cccc(/C=N/NC(=O)C[n+]2ccccc2)c1O	1.5	-30	-1	-5	7	0	0	-7	5
CCC(C)NCCOCCOc1ccc(Cl)c(C)c1C (centres undefined)	1.9	16	1	4	-7	0	-2	12	-3
O=C(Nc1ccc(-c2nc3c(ccc4ccccc43)o2)cc1)c1ccco1	1.4	10	0	1	0	0	-1	-2	0
CC(C)(C)OC(=O)CNC(=O)c1[nH]cnc1C(=O)NCC(=O)OCc1ccccc1	2.2	-13	-1	0	9	0	1	-1	4

Full records, quoted from the list. Order of screens: PP5 inh, VLA-4 inh, procasp7 counter, Fh CTSL1 inh, core dimer inh, GRK2 inh, PP1 inh, JMJD2C inh, proCasp3 act
`COc1ccc(C2NC(=O)C(C#N)=C(S)N2c2ccccc2)cc1OC` (centres undefined) in the list: -1.0, -2, -14, 4, -3, 3, -1, 2, -14
`CC(=O)Oc1ccc2c(c1)C(=O)c1ccccc1CO2` in the list: 2.1, -23, 2, -39, 15, 0, 4, 1, -1

Continued.
SMILES	PP5 inh	VLA-4 inh	procasp7 counter	Fh CTSL1 inh	core dimer inh	GRK2 inh	PP1 inh	JMJD2C inh	proCasp3 act
CC(=O)Nc1ccc2nc3c(=O)n(C)c(=O)n(C)c3nc2c1	-0.8	-7	0	1	17	42*	0	-12	-6
Cc1ccc2c(CN3CCCCC3)cc(=O)oc2c1	0.4	0	13	-2	7	0	-4	4	13
COc1ccc(CCNC(=O)CS(=O)Cc2nc(-c3ccccc3Cl)oc2C)cc1OC (centres undefined)	-2.8	1	5	-1	0	0	-1	2	3
CCOC(=O)c1sc(NS(=O)(=O)c2cc(C)ccc2C)nc1C	1.8	-2	8	1	10	0	-2	11	-16
O=C(c1cccc(S(=O)(=O)Nc2cccc(C(F)(F)F)c2)c1)N1CCCCC1	2.5	13	-9	-1	0	1	-1	0	-3
O=C(NCc1ccc2c(c1)OCO2)c1ccc(Br)o1	0.5	16	1	0	4	0	-2	-1	-13
COc1ccc(CC(=O)NNC(=O)c2nn(Cc3ccccc3)c(=O)c3ccccc23)cc1OC	-0.4	3	2	3	2	1	1	-3	7
COc1cc(OC)c2c(c1)S(=O)(=O)C(c1ccccc1)=C2N	1.2	19	-1	-1	-3	0	-4	-5	5
O=C(O)/C=C/c1ccc(S(=O)(=O)N2CCCCCC2)cc1	1.7	5	0	-4	0	1	-7	-2	11
COCCN(Cc1cc2cc(C)ccc2n2nnnc12)C(=S)Nc1ccc(C)cc1	-0.9	-5	13	2	10	1	0	-25	8
Cc1ccc(NC(=O)COC(=O)Cn2cnc3ccccc32)c(C)c1	/	7	0	/	/	0	/	3	1
CNC(=O)CCSSCCC(=O)NC	2.2	4	7	-4	-7	1	-5	-2	3
COc1ccc(S(=O)(=O)NCC2CCCN(C(=O)CN3CCCCC3)C2)cc1 (centres undefined)	0.1	0	8	-4	-3	0	6	1	-5
O=C(CCCC(=O)c1ccccc1)Nc1ccc(O)cc1	0.8	-2	-5	0	-7	0	11	1	1
CC(=O)N(C(C)=O)c1nc2nc(C)cc(C)n2n1	-0.4	-6	9	-6	2	1	2	-2	1
O=C(CCS(=O)(=O)c1ccccc1)Nc1ccc(N2CCOCC2)cc1	-1.4	-7	3	2	-4	2	0	-8	-4
C=CCNC(=O)c1onc(CSc2ccncc2)c1C(=O)NCC=C	4.1	-9	8	3	-1	3	1	0	2
COC(=O)C1C(O)=C(C=Nc2ccc3ccccc3c2)C(=O)CC1(C)C (centres undefined)	-1.0	-3	16	0	-2	4	2	-7	11
O=C(c1cc2c(ccc3ccccc32)oc1=O)N1CCCC1	4.8	17	-6	2	1	1	-6	1	-3
CCN(c1ccccc1)S(=O)(=O)c1ccc(OCC(=O)Nc2cc(C)on2)cc1	-2.4	-3	7	-15	4	0	3	-5	0
CC(C)(C)NC(=O)c1ccc2c(c1)N(CC(=O)N1CCN(c3ccccc3F)CC1)C(=O)C(C)(C)O2	0.8	8	13	2	4	1	-2	1	0
CCCCc1ccc(NC(=O)CC(C)C)cc1	3.0	3	6	1	3	3	-1	-11	11
O=C(COc1ccc(/C=N/NC(=O)c2ccc(O)cc2)cc1)Nc1ccc([N+](=O)[O-])cc1	1.4	42	-11	0	55*	0	12	-1	-6
Cc1cc(C)n(CC(=O)NNC(=O)CCCOc2ccc(Cl)c(C)c2)n1	-0.5	-3	-7	0	-4	0	-3	9	5
Cc1ccccc1-n1c(=S)[nH]c2nc3c(cc2c1=O)COC(C)(C)C3	-1.0	5	-1	2	-2	1	-4	4	-5
O=C(CCNC(=O)c1ccccc1Cl)Nc1cc(S(=O)(=O)N2CCOCC2)ccc1N1CCCC1	-3.3	-6	-7	-1	-4	1	-2	-1	6
COc1ccc2nc(NCCNC(=S)NCCCN3CCOCC3)c(C#N)cc2c1	-1.2	-20	1	3	3	0	4	-20	1
CCCC(=O)Nc1nc2nc(C)cc(=O)n2[nH]1	-7.4	-3	-10	9	0	1	0	-4	-2
Cc1nn(Cc2ccc(Cl)cc2Cl)c(C)c1NC(=O)c1nn(C)cc1Cl	0.5	-5	9	2	0	0	0	0	2
Cc1onc(-c2c(Cl)cccc2Cl)c1COC(=O)c1ccc(Cl)cc1[N+](=O)[O-]	0.3	6	-10	2	-4	3	-1	-14	-6
CC(C)N(N=Nc1ccc([N+](=O)[O-])cc1)C(C)C	3.0	1	-8	2	-4	0	1	-11	0
Cc1cc(C)c(S(=O)(=O)NCCc2cc3ccc(C)c(C)c3[nH]c2=O)c(C)c1	-1.4	0	7	1	7	1	2	-5	-3
COCCn1cnnc1SCC(=O)Nc1cc(C)on1	/	3	5	/	/	0	/	-2	8
C=CCn1c(SCC(=O)N2CCN(c3ccccc3)CC2)nnc1-c1ccco1	0.7	10	6	0	-1	0	-2	-3	4
N=c1c(C(=O)NCc2ccc3c(c2)OCO3)cc2c(=O)n3ccccc3nc2n1CC1CCCO1 (centres undefined)	1.1	-3	-9	2	7	0	-3	1	-2
COC(=O)c1nnn(-c2nonc2N)c1CSc1nc2ccccc2o1	2.0	-14	1	0	-1	2	1	-3	3
O=[N+]([O-])c1ccc(-c2nn(-c3ccccc3)cc2/C=N/n2c(-c3ccncc3)n[nH]c2=S)cc1	-1.2	13	-1	2	0	0	-1	-4	-3
O=C(NNC1=NS(=O)(=O)c2ccccc21)c1ccccc1Cl	0.9	11	-4	3	-4	0	3	-3	4
COc1ccccc1NC(=O)N1CCN(c2ncccn2)CC1	2.1	0	1	-1	1	3	-4	-2&46	4
Cc1ccc(OCCNC(=O)c2ccccc2SCC(=O)N2CCCC2)cc1	0.3	25	-8	12	-6	0	-2	3	12
CCOC(=O)c1nnc(-c2ccccc2)nc1Sc1ccccc1Cl	0.7	19	6	6	11	2	0	-5	3
Cc1ccc(S(=O)(=O)NCCC(=O)NCCSc2ccc(Br)cc2)cc1	1.6	11	11	0	-4	5	5	50	-1
Cc1ccc(S(C)(=O)=NC(=O)NC(=O)c2c(F)cccc2Cl)cc1 (centres undefined)	-1.7	-3	-3	4	-1	2	-2	4	5
O=C(O)COCC(=O)Nc1ccc2c(c1)ncn2CCc1ccccc1	1.2	9	9	-1	-1	2	3	-3	0
O=C(CSc1ccccc1F)Nc1ccc(N2CCOCC2)cc1	1.6	17	-6	/	/	0	5	-1	-4
O=C(Nc1ccc(C(F)(F)F)cc1)N1CCN(C(=O)c2ccco2)CC1	1.3	19	2	0	-4	0	-2	12	3
O=C(Nc1ccon1)c1ccc(Br)s1	-2.5	-4	1	-3	2	2	-15	3	-3
C=CCNC(=O)COC(=O)c1cc(S(=O)(=O)N2CCOCC2)ccc1N1CCCCC1	0.3	4	6	-9	-5	0	0	-23	5
